Bioassay records: PubChem BioAssay, several laboratories
AID772: HT29 colon tumor cell growth inhibition, primary screen, imaging, high content imaging, 72 h, CellTiter-Glo (AID 772). growth inhibition, % at 10 µM. hit rate 0.6% among 3,300. HT29 cell growth, HCS imaging cell count, 72 h; active compounds read high;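 active means growth inhibition above 90%, meaning viable cell count cut by more than 90% versus vehicle controls; inactive means growth inhibition below 90%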
A549 proliferation: A549 NSCLC cell proliferation inhibitors – ATP luminescence, human non-small cell lung line, primary screen (AID 371) | A549 growth inhibition, ATP luminescence; active compounds read high | growth inhibition, % at 10 µM | hit rate 8.4% among 3,300;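 active means mean growth inhibition over the two runs of 50% or more; inactive means mean growth inhibition under 50%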;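 further: compound exposure lasted 72 h before the ATP read; 0% = untreated cell signal and 100% = no luminescence left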
HT29 cell growth-1: HT29 colon tumor cell growth inhibition, primary screen, imaging, high content imaging, 24 h, CellTiter-Glo (AID 770); HT29 cell number by imaging, 24 h; active compounds read high; growth inhibition, % at 10 µM; 3,300 tested, under 10 active;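 active means growth inhibition above 90% in viable cell count at a single dose; inactive means growth inhibition below 90%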
HT29 cell growth-2: HT29 colon tumor cell growth inhibition, primary screen, imaging, high content imaging, 48 h, CellTiter-Glo (AID 771). HT29 cell growth, HCS imaging cell count, 48 h; active compounds read high. growth inhibition, % at 10 µM. hit rate 2% among 3,300;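 active means growth inhibition above 90%, meaning viable cell count by imaging cut by more than 90% versus vehicle controls; inactive means growth inhibition below 90%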;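 further: percent fewer viable cells counted by imaging than vehicle controls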
AID364: Jurkat cell viability reduction – Jurkat E6.1, NIH starter set, primary screen (AID 364) | hit rate 2% among 3,300 | Jurkat E6.1 viability, ATP luminescence, 48 h; higher % means a stronger effect | inhibition, % at 4 µM; hits with a dose series show CC50 in µM;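 active means concentration giving half-maximal inhibition at or below 20 micromolar; inactive means half-maximal concentration above 20 micromolar, or not dose tested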;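 further: 100% = cells treated with 4 µM doxorubicin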
HT29 cell growth-1 condensed nuclei: recorded beside HT29 cell growth-1, whose call it bears; condensed nuclei, %; measured here: percent cells with condensed nuclei;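 share of cells whose nuclear area falls below control median minus 1.5 SD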
HT29 cell growth-1 ATP viability: recorded beside HT29 cell growth-1, whose call it bears; growth inhibition, %; measured here: ATP CellTiter-Glo viability
HT29 cell growth-2 condensed nuclei: also measured in HT29 cell growth-2; calls as there; condensed nuclei, %; measured here: percent cells with condensed nuclei;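 condensed means Hoechst nuclear area under control median minus 1.5 SD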
HT29 cell growth-2 ATP viability: second read-out of HT29 cell growth-2, no call of its own (marks repeat the call); growth inhibition, %; measured here: ATP CellTiter-Glo viability inhibition
AID772 condensed nuclei: second read-out of AID772, no call of its own (marks repeat the call); condensed nuclei, %; measured here: percent cells with condensed nuclei;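 condensed means nuclear area below control median minus 1.5 SD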
AID772 second: recorded beside AID772, whose call it bears; growth inhibition, %; measured here: ATP CellTiter-Glo viability
* = called active by the depositor. Not all compounds are listed, so the mix of outcomes need not match the whole.

Screening c1ccc(Cn2ccnc2)cc1 returned AID772 22.8, A549 proliferation 9.0, HT29 cell growth-1 8.8, HT29 cell growth-2 2.3, AID364 -7.6%, HT29 cell growth-1 condensed nuclei 2.3, HT29 cell growth-1 ATP viability -23.1, HT29 cell growth-2 condensed nuclei 1.7, AID772 condensed nuclei 3.0 and AID772 second -18.5.
Screening CCCCSP1(=S)NCCCN1 returned AID772 -34.2, A549 proliferation 2.6, HT29 cell growth-1 -7.3, HT29 cell growth-2 -1.7, AID364 5.6%, HT29 cell growth-1 condensed nuclei 2.9, HT29 cell growth-1 ATP viability -6.5, HT29 cell growth-2 condensed nuclei 4.0, HT29 cell growth-2 ATP viability -2.2, AID772 condensed nuclei 6.5 and AID772 second -2.6.
For CC(NC(C)(C)C)C(=O)c1cccc(Cl)c1 (stereo not drawn) the results were AID772 -38.1, A549 proliferation 10.8, HT29 cell growth-1 0.7, HT29 cell growth-2 -33.3, AID364 -7.0%, HT29 cell growth-1 condensed nuclei 2.3, HT29 cell growth-1 ATP viability -28.3, HT29 cell growth-2 condensed nuclei 2.1, AID772 condensed nuclei 3.0 and AID772 second -23.2.
c1ccc2c(c1)OCC(C1=NCCN1)O2 (stereo not drawn) was read as AID772 -11.2, A549 proliferation 2.2, HT29 cell growth-1 7.7, HT29 cell growth-2 33.0, AID364 4.1%, HT29 cell growth-1 condensed nuclei 3.0, HT29 cell growth-1 ATP viability -18.2, HT29 cell growth-2 condensed nuclei 2.5, AID772 condensed nuclei 1.4 and AID772 second -10.8.
`O=C1c2ccccc2C(=O)N1Cc1nc2ccccc2c(=O)n1-c1cccnc1` gave AID772 27.8, A549 proliferation -0.2, HT29 cell growth-1 -21.1, HT29 cell growth-2 -30.2, AID364 -4.6%, HT29 cell growth-1 condensed nuclei 1.8, HT29 cell growth-1 ATP viability -9.0, HT29 cell growth-2 condensed nuclei 3.2, HT29 cell growth-2 ATP viability -26.1, AID772 condensed nuclei 12.4 and AID772 second -0.3.
`CC(C)[C@@]1(NC(=O)[C@@H]2C[C@@H]3c4cccc5[nH]cc(c45)C[C@H]3N(C)C2)O[C@@]2(O)[C@@H]3CCCN3C(=O)[C@H](Cc3ccccc3)N2C1=O` gave AID772 70.3, A549 proliferation 85.1*, HT29 cell growth-1 24.3, HT29 cell growth-2 88.7, AID364 -9.4%, HT29 cell growth-1 condensed nuclei 3.2, HT29 cell growth-1 ATP viability 48.4, HT29 cell growth-2 condensed nuclei 10.3, AID772 condensed nuclei 17.9 and AID772 second 96.4.
CCOC(=O)[C@]1(C#N)[C@@H]2C=CC(C(C)=O)=CN2[C@@H](C(N)=O)[C@@H]1c1ccsc1 was read as AID772 27.2, A549 proliferation 3.9, HT29 cell growth-1 -17.4, HT29 cell growth-2 16.0, AID364 6.6%, HT29 cell growth-1 condensed nuclei 3.1, HT29 cell growth-1 ATP viability 8.3, HT29 cell growth-2 condensed nuclei 2.1, HT29 cell growth-2 ATP viability 7.0, AID772 condensed nuclei 11.4 and AID772 second 8.5.
For C=C1CC[C@@]2(O)[C@H]3Cc4ccc(O)c5c4[C@@]2(CCN3CC2CC2)[C@H]1O5 the results were AID772 -20.9, A549 proliferation 4.4, HT29 cell growth-1 21.3, HT29 cell growth-2 33.6, AID364 9.1%, HT29 cell growth-1 condensed nuclei 3.1, HT29 cell growth-1 ATP viability -25.0, HT29 cell growth-2 condensed nuclei 2.5, AID772 condensed nuclei 2.0 and AID772 second -21.6.
Cc1c(N=Cc2c(O)n(CCc3ccccc3)c(=O)[nH]c2=O)c(=O)n(-c2ccccc2)n1C was read as AID772 -0.9, A549 proliferation 79.2*, HT29 cell growth-1 23.4, HT29 cell growth-2 15.8, AID364 8.0%, HT29 cell growth-1 condensed nuclei 7.5, HT29 cell growth-1 ATP viability 16.4, HT29 cell growth-2 condensed nuclei 3.1, HT29 cell growth-2 ATP viability 6.2, AID772 condensed nuclei 4.0 and AID772 second -5.5.

Two entries drawn at random from the list so far:
Cc1c(N=Cc2c(O)n(CCc3ccccc3)c(=O)[nH]c2=O)c(=O)n(-c2ccccc2)n1C was read as AID772 -0.9, A549 proliferation 79.2*, HT29 cell growth-1 23.4, HT29 cell growth-2 15.8, AID364 8.0%, HT29 cell growth-1 condensed nuclei 7.5, HT29 cell growth-1 ATP viability 16.4, HT29 cell growth-2 condensed nuclei 3.1, HT29 cell growth-2 ATP viability 6.2, AID772 condensed nuclei 4.0 and AID772 second -5.5.
c1ccc2c(c1)OCC(C1=NCCN1)O2 (stereo not drawn) was read as AID772 -11.2, A549 proliferation 2.2, HT29 cell growth-1 7.7, HT29 cell growth-2 33.0, AID364 4.1%, HT29 cell growth-1 condensed nuclei 3.0, HT29 cell growth-1 ATP viability -18.2, HT29 cell growth-2 condensed nuclei 2.5, AID772 condensed nuclei 1.4 and AID772 second -10.8.

Of the compounds above, 2 have sulfur:
Screening CCCCSP1(=S)NCCCN1 returned AID772 -34.2, A549 proliferation 2.6, HT29 cell growth-1 -7.3, HT29 cell growth-2 -1.7, AID364 5.6%, HT29 cell growth-1 condensed nuclei 2.9, HT29 cell growth-1 ATP viability -6.5, HT29 cell growth-2 condensed nuclei 4.0, HT29 cell growth-2 ATP viability -2.2, AID772 condensed nuclei 6.5 and AID772 second -2.6.
CCOC(=O)[C@]1(C#N)[C@@H]2C=CC(C(C)=O)=CN2[C@@H](C(N)=O)[C@@H]1c1ccsc1 was read as AID772 27.2, A549 proliferation 3.9, HT29 cell growth-1 -17.4, HT29 cell growth-2 16.0, AID364 6.6%, HT29 cell growth-1 condensed nuclei 3.1, HT29 cell growth-1 ATP viability 8.3, HT29 cell growth-2 condensed nuclei 2.1, HT29 cell growth-2 ATP viability 7.0, AID772 condensed nuclei 11.4 and AID772 second 8.5.
